# Screening data from PubChem BioAssay.
# TEAD-YAP block: TEAD-YAP interaction inhibition; HEK-TIYL cells, TEAD-Gal4/YAP UAS-luciferase luminescence; inhibition, % at 9.12 µM; 1.4% of 640,000 active; in the data active = inhibition above about 32%;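 note: 0% = median of test compound wells and 100% = reference inhibitor wells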
# MITF inh: blocks human microphthalmia-associated transcription factor. O75030. AlphaScreen MITF homodimerization, bead proximity signal. inhibition, % at 2.6 µM. 0.91% of 650,000 active. AID 1259374; in the data active = inhibition above about 50%;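 note: 0% = vehicle wells with protein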
# Target sequence (O75030 whole entry, looked up): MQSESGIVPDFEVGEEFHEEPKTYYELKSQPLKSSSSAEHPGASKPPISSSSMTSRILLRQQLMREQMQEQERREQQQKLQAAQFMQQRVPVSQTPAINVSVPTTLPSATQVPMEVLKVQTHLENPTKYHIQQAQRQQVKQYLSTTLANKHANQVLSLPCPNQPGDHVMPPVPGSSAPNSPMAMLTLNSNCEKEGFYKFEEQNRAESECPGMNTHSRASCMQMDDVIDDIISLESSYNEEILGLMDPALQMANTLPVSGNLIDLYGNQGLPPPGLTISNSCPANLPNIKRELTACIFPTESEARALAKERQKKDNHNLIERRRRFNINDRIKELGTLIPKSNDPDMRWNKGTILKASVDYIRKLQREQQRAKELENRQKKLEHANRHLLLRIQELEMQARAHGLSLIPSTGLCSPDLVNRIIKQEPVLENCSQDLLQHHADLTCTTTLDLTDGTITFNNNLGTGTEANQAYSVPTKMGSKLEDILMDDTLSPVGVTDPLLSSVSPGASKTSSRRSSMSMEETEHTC
# GPR151 activ: activators of human GPR151; Q8TDV0; PathHunter beta-arrestin GPR151 cells, luminescence; activation, % at 11.2 µM; 1% of 650,000 active; in the data active = activation above about 4.9%;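 note: 0% = median of compound wells and 100% = cells with positive control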
# Target sequence (Q8TDV0 whole entry, looked up): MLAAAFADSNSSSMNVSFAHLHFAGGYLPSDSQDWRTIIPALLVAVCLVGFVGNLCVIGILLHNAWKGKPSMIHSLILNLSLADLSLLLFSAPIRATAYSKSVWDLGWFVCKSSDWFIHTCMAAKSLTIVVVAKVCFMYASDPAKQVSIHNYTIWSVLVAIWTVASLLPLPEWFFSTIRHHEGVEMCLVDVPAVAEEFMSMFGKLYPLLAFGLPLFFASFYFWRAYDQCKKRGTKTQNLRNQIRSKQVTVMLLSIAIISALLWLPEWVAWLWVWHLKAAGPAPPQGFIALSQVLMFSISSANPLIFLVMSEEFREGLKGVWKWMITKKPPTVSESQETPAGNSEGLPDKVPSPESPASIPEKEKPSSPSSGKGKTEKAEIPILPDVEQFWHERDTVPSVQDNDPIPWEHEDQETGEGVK
# FBW7 act: human FBW7 E3 ligase activation, primary screen | 0.13% of 650,000 active | AID 1259310 | normalized activity (activation), % at 26.1 µM | AlphaScreen FBW7–phospho-cyclin E peptide binding, activator screen | Q969H0; in the data active = normalized activity above about 1.9%;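 note: purified mutant Fbw7 with reduced substrate affinity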
# An asterisk follows results filed as active.
SMILES,TEAD-YAP block,MITF inh,GPR151 activ,FBW7 act
CCOC(=O)C1CCCN(Cc2nc(Cc3ccccc3Cl)no2)C1 (stereo not given),-3,10,1.5,0.2
O=C(Nc1cc(-c2ccncc2)c[nH]c1=O)c1ccc2c(c1Cl)OCO2,-2,0,-1.4,0.0
CCC(C(=O)Nc1ccccc1OC)n1c(C(=O)OC)cc2occc21 (stereo not given),8,12,-0.9,0.3
CCNCc1ccccc1OCc1ccccc1,-5,13,-0.5,0.3
C/C(=N\Nc1cc(-n2cc(C)cn2)ncn1)c1ccc(O)c(C)c1,2,9,0.2,0.0
COC(=O)C(NC(C)=O)C12CC3CC(CC(C3)C1)C2 (stereo not given),-5,-14,0.0,0.1
O=C(O)/C=C\C(=O)Nc1ccccc1C(=O)O,-6,-14,-0.2,0.0
Cc1ccc(N2C(=O)c3n[nH]c(C)c3C2c2ccccc2[N+](=O)[O-])cc1 (stereo not given),-7,3,-0.7,0.6
CC(C)n1cc(C=C2C(=O)N(C)C(=O)N(C)C2=O)c2ccccc21,-9,11,0.1,0.1
Cc1cccc(-n2nc3c(c2NC(=O)CC(C)C)CSC3)c1,-2,-11,-1.6,0.2
CCOc1ccc(C2c3c(oc4ccccc4c3=O)C(=O)N2CCO)cc1OCC (stereo not given),9,-4,-0.3,0.1
COc1ccc(NC(=O)CC2Sc3ccc(Cl)cc3NC2=O)cc1 (stereo not given),-1,6,0.6,0.8
Cc1nc(-c2ccc(NC(=O)COc3ccccc3)cc2)cs1,0,1,0.1,0.0
COc1ccc(CNC(=O)CSc2nc3ccccc3[nH]2)cc1,-4,-11,-1.9,0.1
Cc1cc(NC(=O)c2onc(C)c2Cl)n(-c2ccccc2)n1,-7,-5,1.3,0.0
CC(C)c1nnc(NC(=O)c2ccc(S(=O)(=O)N(C)C)cc2)s1,-14,15,1.3,0.1
O=C(COC(=O)c1cc(-c2ccco2)nc2ccccc12)NC(=O)NCc1ccccc1,2,30,0.1,0.1
C#CCOCC1CCCN(S(=O)(=O)c2ccc(OC)c(OC)c2)C1 (stereo not given),2,1,-1.2,-0.3
O=C(O)c1[nH]c2ccccc2c1CNCc1ccccc1Cl,4,4,1.4,-0.2
CC(C)CC(=O)N1CCC2(CCC(CNC(=O)c3ccc4c(c3)no[n+]4[O-])O2)CC1 (stereo not given),-5,-6,-0.5,-0.2
CCOC(=O)c1sc2nc(SCC(=O)N(C)Cc3ccccc3)n(Cc3ccccc3OC)c(=O)c2c1C,-6,14,-0.6,0.1
CCOC(=O)c1sc(C)c2c(=O)n(Cc3ccccc3)cnc12,-6,3,-0.8,0.1
Cc1ccc(Nc2cc(N(C)C)c3nonc3c2[N+](=O)[O-])cc1Cl,8,7,-1.2,0.1
Cc1nn(-c2ccccc2)c(C)c1N1CCN(C(=O)/C=C/c2ccc3c(c2)OCO3)CC1,-17,-7,0.9,-0.1
Cc1ccc(C)c(NC(=O)/C=C\C(=O)O)c1,11,4,-1.7,0.0
CCc1ccccc1NC1=NCC(=O)N1Cc1ccccc1,5,-2,2.8,-0.1
O=C1CCCN1CCCNc1ccnc(Nc2ccccc2)n1,-33,6,-0.1,0.3
Cc1nc(Oc2ccc(-c3nnco3)cc2)c2c3c(sc2n1)CCC3,-5,5,-0.3,0.2
O=C(O)C1CCN(c2ccc([N+](=O)[O-])cc2[N+](=O)[O-])CC1,5,6,0.1,-0.2
CCOc1ccc(NC(=O)c2cc(S(=O)(=O)N3CCCCCC3)ccc2F)cc1,9,15,0.0,0.9
COCCNC(=O)c1ccc(-c2ccc(Cl)cc2)nc1N(C)C,-7,-6,0.5,0.2
COCCn1c(SCC(=O)Nc2sccc2C(N)=O)nnc1-c1ccncc1,-5,8,2.0,0.0
Cc1ccc(/C=C2\SC(=S)N(CCCC(=O)Nc3nccs3)C2=O)cc1,3,-15,0.7,0.0
O=C(CN=C1NS(=O)(=O)c2ccccc21)OCC(=O)c1cc(F)ccc1F,2,-1,0.8,0.0
Cn1c(=O)c2c(nc(N3CCCCCC3)n2CCSc2nnnn2-c2ccccc2)n(C)c1=O,-5,11,1.0,0.7
CCC(Sc1nnc2c3cc(Br)ccc3n(C)c2n1)C(=O)N1c2ccccc2Sc2ccccc21 (stereo not given),-1,5,-0.1,0.0
O=C(c1ccccc1)c1cc(Br)ccc1NC(=O)C1CC=CCC1C(=O)O (stereo not given),-1,-6,-0.8,-0.1
O=C(O)c1ccccc1NC(=O)c1ccccc1C(=O)O,8,9,0.2,-0.1
COc1ccccc1/C=C/C=N/Nc1cccc(C(=O)O)c1,-68,5,-4.1,-0.2
Cc1ccc2c(c1)C(c1ccccc1)N(C(=O)c1ccc(F)cc1)CC(=O)N2 (stereo not given),10,6,0.5,0.0
CC(=O)c1cccc(NC(=O)CSc2nc3ccccc3n2C)c1,5,9,-0.1,-0.1
O=C1Cc2cc(NS(=O)(=O)c3ccccc3)cc3c2N1CCC3,-4,10,-0.2,0.0
CCCOc1ccc(CN2CCCCC2)cc1OC,7,16,-0.5,0.7
O=C1C2C3CCC(C3)C2C(=O)N1c1ccc(Cl)c(Cl)c1 (stereo not given),1,6,-1.0,-0.1
Cn1c(=NC(=O)c2cccs2)sc2cc3c(cc21)OCCO3,26,-14,-0.2,0.5
CCOCCCNC(=O)c1ccc(NC2=NC3CS(=O)(=O)CC3S2)cc1 (stereo not given),-6,-14,0.9,-0.4
COc1ccc(CCNc2c(Cc3ccccc3)c(C)c(C#N)c3nc4ccccc4n23)cc1OC,-1,4,-0.7,0.7
Cc1ncc(S(=O)(=O)c2cccc(C(F)(F)F)c2)c(-c2cccnc2)n1,4,2,0.5,0.2
CC(N=CC1=C(O)CC(C)(C)CC1=O)C12CC3CC(CC(C3)C1)C2 (stereo not given),-4,-6,0.4,0.3
O=C1NN=C2CC3C(=O)NN=C3CC12 (stereo not given),-11,-8,0.1,0.4
C=C(C)C1CCC(C)OC1c1ccc2c(c1)OCO2 (stereo not given),8,-2,1.3,0.0
Cn1c(=O)c2[nH]c(N=Nc3ccc(N)cc3N)nc2n(C)c1=O,17,19,-0.5,-0.2
CCC(CO)NC(=O)NC1CC(=O)N(c2ccc(C)cc2)C1 (stereo not given),8,-1,-0.5,0.0
CC(C)CC(=O)N1c2ccccc2NC2=C(C(=O)CC(C)(C)C2)C1c1cccnc1 (stereo not given),-2,0,0.8,-0.4
CCOC(=O)C1(CCCc2ccccc2)CCN(C(=O)CCN2CCCCC2=O)CC1,0,-5,-0.2,0.6
c1coc(CNc2c3c(nc4ncnn24)CCCC3)c1,-15,4,0.8,0.1
CCn1c(SCC(=O)Nc2ccc([N+](=O)[O-])cc2)nnc1-c1ccc(N)cc1,10,22,0.4,0.3
COCCNc1ncnc2c1c(-c1ccccc1)cn2-c1cccc(C)c1,-1,18,-1.5,0.0
CCOC(=O)c1c(N2C(N)=C(C#N)C(c3cccs3)C3=C2CCCC3=O)sc2c1CCCCC2 (stereo not given),-7,0,-1.0,-0.1
CCN1CCN(CC(O)COCc2ccc(OC)c(OC)c2)CC1 (stereo not given),7,-4,-1.0,0.0
# (continued)
SMILES,TEAD-YAP block,MITF inh,GPR151 activ,FBW7 act
O=C(Oc1cccc2cccnc12)N1CCOCC1,-1,11,-1.3,1.0
Cc1cc(Nc2ccc3c(c2)OCO3)nc(N2CCC(N3CCOCC3)CC2)n1,2,16,1.5,-0.2
O=[N+]([O-])c1ccccc1NCCc1ccccc1,-29,7,-0.1,-0.4
CCOc1ccc(C2=C/C(=C/c3cc(OC)ccc3OC)C(=O)O2)cc1,-10,-2,-0.1,0.1
O=C(CNC(=O)c1cccc(F)c1)N/N=C/c1ccc(-c2ccc(Br)cc2)o1,-3,-10,-0.4,0.1
O=C(CN1CCN(Cc2cccc(Cl)c2)C1=O)NCc1ccccn1,0,-42,-0.6,-0.2
CC1=CCC2C(=O)N(c3ccc(S(N)(=O)=O)cc3)C(=O)C2C1 (stereo not given),-4,-17,-0.4,0.2
COc1cccc(CN(CCN(C)C)C(=O)c2cn3ccc(-c4cn[nH]c4)cc3n2)c1,-1,4,2.3,0.1
CCn1c(C(O)c2cc(OC)ccc2OC)nc2ccccc21 (stereo not given),0,19,-0.9,0.9
Cc1ccc2cc(CN(C(=O)C3CCCO3)C3CC3)c(N(C)C)nc2c1 (stereo not given),-2,-2,-0.7,0.1
CCOc1ccc(Nc2ncnc3c2c(-c2ccccc2)cn3-c2ccc(OCC)cc2)cc1,-1,23,-1.7,0.9
Cc1ccc(-c2nnc(Nc3cccc(C(F)(F)F)c3)c3ccccc23)cc1S(=O)(=O)N1CCN(C)CC1,9,12,-0.1,0.1
O=C(Nc1cnn(-c2cccc(C(=O)Nc3cccnc3)c2)c1)Nc1ccccc1Cl,-7,-7,2.6,0.0
Cc1cccc(NC(=S)N2CC(C)OC(C)C2)c1 (stereo not given),8,10,-0.8,-0.1
CC(Cl)C(=O)c1c[nH]c2ccccc12 (stereo not given),1,3,-1.0,0.2
COC(CNC(=O)CCCCCn1c(=S)[nH]c2cc3c(cc2c1=O)OCO3)OC,-5,-8,1.5,0.1
O=[N+]([O-])c1ccccc1S(=O)(=O)N1CCN(c2ccccc2)CC1,4,-5,-0.2,-0.2
Cc1nc2ncnn2c(NCc2cccs2)c1C,3,1,1.6,0.1
C/C(=N\NC(=O)c1cc(Br)ccc1O)c1ccccn1,-7,-4,-2.2,0.0
O=C(CCN1C(=O)/C(=C/C=C/c2ccccc2)SC1=S)NC1=NCCS1,8,9,0.2,-0.1
CC(C)n1c(-c2ccc(C(=O)NC3CC3)cc2)nc2c(Nc3ccc(N4CCOCC4)cc3)ncnc21,2,-8,2.0,0.2
Cc1cc(NC(=O)C2CCCN2C(=O)Nc2cccc(Cl)c2)ccc1-n1cnnn1 (stereo not given),1,-2,0.0,-0.1
CCc1c(-c2ccccc2)n(C2CCCCC2)c2nc3c(c(=O)n(C)c(=O)n3C)n12,1,15,-0.7,0.1
Cc1ccc(-c2nc(C#N)c(NCCCN(C)C)o2)cc1,-15,-6,0.1,-0.1
O=C(NCc1ccccc1)c1ccc(NC(=O)c2ccccn2)cc1,-35,-6,-1.6,-0.1
C=C(C)CN1CCN(CC(O)Cn2c3ccccc3c3ccccc32)CC1 (stereo not given),1,30,-1.2,-0.3
Cn1c(=O)c2c([nH]c(=S)n2CC(=O)NC(C)(C)C)n(C)c1=O,-9,-2,0.7,-0.3
COc1ccc(-c2cnc3c(NCc4ccc5c(c4)OCO5)nccn23)cc1,1,-6,3.8,0.1
COc1ccc(S(=O)(=O)CCC(=O)NCc2cccs2)cc1,1,14,1.3,0.1
Cc1cc(C)cc(Nc2ncnc3c2c(-c2ccccc2)cn3-c2ccc(Br)cc2)c1,-2,3,-0.5,-0.1
CC1=CCC2C(=O)N(c3cccc(C(=O)Nc4ccc(Cl)cc4)c3)C(=O)C2C1 (stereo not given),-8,-2,1.8,-0.1
Cc1cc(C)n2c(SCC(=O)c3ccc(O)cc3O)nnc2n1,6,-3,0.5,0.1
CC1=C(C(=O)OC2CCCCC2)C(c2cccc(Cl)c2)C2=C(CC(c3ccccc3)CC2=O)N1 (stereo not given),5,-8,0.8,0.0
c1ccc2sc(COCc3cn4ccccc4n3)nc2c1,-59,8,0.6,-0.2
C=CCc1cccc(/C=N/NC(=O)CNc2ccc(F)cc2)c1O,10,-5,-0.2,0.1
CCCNS(=O)(=O)c1ccc(CCC(=O)N2CCC(C)CC2)cc1,8,5,0.2,0.0
O=C(CSc1nc2ccc(Br)cc2c2nc3ccccc3n12)Nc1nccs1,-5,0,0.5,-0.1
C=C(C)C1CC=C(C)/C(=N/NC(=O)CCC(=O)NCc2ccccc2)C1 (stereo not given),16,6,-0.4,0.0
Cc1cccc(CN2CCC(N(C)CC3COCCO3)CCC2=O)c1 (stereo not given),0,-12,0.5,-0.2
O=C(NCc1cccnc1)c1ccnc(N2CCOCC2)c1,-3,5,-1.1,0.0
N#Cc1ccc(-c2csc(NC3=NCCCCC3)n2)cc1,-11,-10,-0.3,0.1

# Twelve consecutive compounds from above, quoted:
SMILES,TEAD-YAP block,MITF inh,GPR151 activ,FBW7 act
O=C1C2C3CCC(C3)C2C(=O)N1c1ccc(Cl)c(Cl)c1 (stereo not given),1,6,-1.0,-0.1
Cn1c(=NC(=O)c2cccs2)sc2cc3c(cc21)OCCO3,26,-14,-0.2,0.5
CCOCCCNC(=O)c1ccc(NC2=NC3CS(=O)(=O)CC3S2)cc1 (stereo not given),-6,-14,0.9,-0.4
COc1ccc(CCNc2c(Cc3ccccc3)c(C)c(C#N)c3nc4ccccc4n23)cc1OC,-1,4,-0.7,0.7
Cc1ncc(S(=O)(=O)c2cccc(C(F)(F)F)c2)c(-c2cccnc2)n1,4,2,0.5,0.2
CC(N=CC1=C(O)CC(C)(C)CC1=O)C12CC3CC(CC(C3)C1)C2 (stereo not given),-4,-6,0.4,0.3
O=C1NN=C2CC3C(=O)NN=C3CC12 (stereo not given),-11,-8,0.1,0.4
C=C(C)C1CCC(C)OC1c1ccc2c(c1)OCO2 (stereo not given),8,-2,1.3,0.0
Cn1c(=O)c2[nH]c(N=Nc3ccc(N)cc3N)nc2n(C)c1=O,17,19,-0.5,-0.2
CCC(CO)NC(=O)NC1CC(=O)N(c2ccc(C)cc2)C1 (stereo not given),8,-1,-0.5,0.0
CC(C)CC(=O)N1c2ccccc2NC2=C(C(=O)CC(C)(C)C2)C1c1cccnc1 (stereo not given),-2,0,0.8,-0.4
CCOC(=O)C1(CCCc2ccccc2)CCN(C(=O)CCN2CCCCC2=O)CC1,0,-5,-0.2,0.6
